GLA spleen mod – inhibitors or activators of human alpha-galactosidase in spleen homogenate | 240,000 compounds, 0.008% hits | human spleen homogenate, 4MU-alpha-Gal fluorescence, 40 min | AID 2107 | P06280 | Potency, µM (series often up to 80 µM), without a hit: at the top dose activity change, negative = inhibition, actives largely listed as inhibitors;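 further: 0% = enzyme with vehicle and -100% = no enzyme basal signal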
Target sequence (P06280 32-429 limits assumed): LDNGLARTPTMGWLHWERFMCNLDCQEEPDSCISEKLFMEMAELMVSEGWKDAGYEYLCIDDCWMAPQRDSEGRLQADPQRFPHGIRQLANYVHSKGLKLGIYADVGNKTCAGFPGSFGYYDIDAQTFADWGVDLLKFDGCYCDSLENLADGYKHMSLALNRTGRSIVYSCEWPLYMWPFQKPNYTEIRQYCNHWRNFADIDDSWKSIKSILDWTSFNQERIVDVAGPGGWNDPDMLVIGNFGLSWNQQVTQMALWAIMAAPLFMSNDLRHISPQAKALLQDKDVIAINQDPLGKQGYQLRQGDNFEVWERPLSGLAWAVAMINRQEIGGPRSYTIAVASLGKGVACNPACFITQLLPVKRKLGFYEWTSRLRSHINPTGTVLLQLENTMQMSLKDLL
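qHTS titration in buffer at pH 5.0. Alpha-galactosidase activity in spleen homogenate was measured via 4-methylumbelliferone release from 1 mM fluorogenic substrate after 40 min at 37C and a pH 10 stop. AC50 came from Hill fits of control-normalized data.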
L3MBTL1 inh – blocks human L3MBTL1. AlphaScreen L3MBTL1–H3K9me1 peptide binding. Potency, µM (doses to about 57.1 µM), inactives show top-dose activity, negative = inhibition, usual class: inhibitors. 230,000 compounds, 0.66% hits. AID 485360; further: nearly all actives have a fitted effect of over 60% in size
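L3MBTL1 (50 nM) pre-complexed 30 min with biotinylated H3(1-15)K9me1 peptide (75 nM), then compounds added for 30 min at room temperature; AlphaScreen streptavidin donor/nickel chelate acceptor beads (10 ug/mL final) read after 30 min dark incubation.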
Tau fluor counter – counter-screen for tau fibril formation inhibitors; Potency, µM (series often up to 57.7 µM), for inactives: at the top dose activity change, negative = decrease; tau K18 P301L Alexa594 fluorescence, heparin fibrillization; 280,000 compounds, 0.93% hits; further: nearly all actives have a fitted effect of over 55% in size
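Human tau K18 P301L (15 uM unlabeled, 0.24 uM Alexa 594-labeled) in 100 mM sodium acetate pH 7 with 20 uM heparin, 6 hr at 37 C. ThT 30 uM added, 1 hr ambient; Alexa 594 FP and total fluorescence read at 555/632 nm.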
ALDH1A1 inh – blocks purified human ALDH1A1 activity; 220,000 compounds, 7.3% hits; P00352; AID 1030; Potency, µM (highest dose often 75.3 µM), for inactives: at the top dose activity, negative = inhibition, actives largely listed as inhibitors; Purified ALDH1A1, NADH fluorescence, propionaldehyde substrate; active means well fitted inhibition curve with a large enough effect, not every such curve was filed as active; inconclusive means small, poorly fitted or top-dose-only effect, or another doubt; inactive means no such curve, though single readings can be large or run the other way;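 further: plate controls were no enzyme wells and a reference inhibitor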
Target sequence (P00352 whole entry, looked up): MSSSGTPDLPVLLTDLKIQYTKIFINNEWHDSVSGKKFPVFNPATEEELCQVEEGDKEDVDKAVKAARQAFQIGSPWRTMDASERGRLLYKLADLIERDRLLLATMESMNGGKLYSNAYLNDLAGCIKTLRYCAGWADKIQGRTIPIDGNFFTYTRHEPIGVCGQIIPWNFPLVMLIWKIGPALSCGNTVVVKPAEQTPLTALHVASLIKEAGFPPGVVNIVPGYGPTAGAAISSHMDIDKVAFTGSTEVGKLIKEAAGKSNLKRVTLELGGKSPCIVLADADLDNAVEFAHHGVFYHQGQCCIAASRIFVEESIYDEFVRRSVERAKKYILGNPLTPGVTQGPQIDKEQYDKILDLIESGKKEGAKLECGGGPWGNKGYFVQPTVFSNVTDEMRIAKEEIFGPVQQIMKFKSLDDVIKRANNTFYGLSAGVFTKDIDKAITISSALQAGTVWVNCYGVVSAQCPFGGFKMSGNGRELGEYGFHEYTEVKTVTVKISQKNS
TRb SRC2 PPI – TRbeta-SRC2 interaction inhibition; 280,000 compounds, 0.065% hits; Potency, µM (doses to about 106 µM), for inactives: at the top dose activity change, negative = inhibition, actives largely listed as inhibitors; P10828; AID 1469; TRbeta-SRC2 peptide binding, fluorescence polarization; receptor liganded with 1 µM T3;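 further: plate controls were bound peptide for no effect and peptide without receptor for full effect; nearly all actives have a fitted effect of over 50% in size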
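Fluorescence polarization of 20 nM Texas Red SRC2 peptide with 0.6 uM human TRb ligand-binding domain, in Tris buffer with 1uM T3 and 5% DMSO. Incubated 5 hr ambient; normalized to unbound and bound controls.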
Tau FP inhib – tau fibrillization inhibition (FP) | P10636 | K18 P301L tau heparin fibrillization, Alexa594 FP, 6 h | Potency, µM (highest dose often 57.7 µM), inactives show at the top dose activity, negative = inhibition, hits mostly inhibitors | 280,000 compounds, 0.39% hits | AID 1468; further: nearly all actives have a fitted effect of over 55% in size
Target sequence (P10636 561-689 P618L limits assumed): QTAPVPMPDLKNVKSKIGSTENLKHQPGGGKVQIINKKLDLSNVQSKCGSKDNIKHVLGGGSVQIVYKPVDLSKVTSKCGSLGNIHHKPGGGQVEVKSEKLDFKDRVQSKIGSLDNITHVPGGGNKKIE
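Compound effects on tau fibrillization are measured by Alexa 594 fluorescence polarization (ex 555, em 632 nm). K18 P301L tau is used at 15 uM with 0.24 uM labeled tracer, and 20 uM heparin induces aggregation over 6 hr at 37 C.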
TexasRed fluor – Texas Red fluorescence interference in TRb-SRC2 counter-screen. 280,000 compounds, 0.29% hits. Potency, µM (top dose mostly 106 µM), for the others: at the top dose fluorescence change, negative = quenching. TRb/SRC2 Texas Red total fluorescence interference; active means well fitted curve in either direction with a large enough effect; inconclusive means small, poorly fitted or top-dose-only effect
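Human TRb ligand-binding domain at 0.6 uM with 20 nM Texas Red SRC2 peptide in Tris buffer containing 1 uM T3 and 5% DMSO, incubated with compound 5 h at ambient temperature. Total fluorescence (555/632 nm) calculated as parallel + 2 × perpendicular.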
Tau fibril ThT – blocks human tau fibril formation measured by thioflavin T; recombinant tau K18 P301L, heparin-induced fibrillization, ThT fluorescence; Potency, µM (top dose mostly 57.4 µM), inactives show at the top dose activity, negative = inhibition, actives largely listed as inhibitors; P10636; 270,000 compounds, 2.1% hits; AID 1460; further: nearly all actives have a fitted effect of over 55% in size
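Using a mix of unlabeled (15 uM) and Alexa 594-labeled (0.24 uM) tau K18 P301L, heparin-triggered fibrillization over 6 hr at 37 C was scored by ThT fluorescence.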
Active calls of the source: *; ? = inconclusive; . = not tested or not shown; [ ] = remark or other dose. Unless noted, the call rests on the fitted dose curve; in most records, active means well fitted curve in the direction sought with a large enough effect; inconclusive means small, poorly fitted or top-dose-only effect, or another doubt; inactive means no such curve, though single readings can be large; an effect the other way counts as inactive or inconclusive. Unless noted, on the % scale 0 is the no-effect control and ±100 the full control effect; potency means the concentration at half of the fitted maximal effect.

SMILES	GLA spleen mod	L3MBTL1 inh	Tau fluor counter	ALDH1A1 inh	TRb SRC2 PPI	Tau FP inhib	TexasRed fluor	Tau fibril ThT
Cc1cc2cc(C(c3nnnn3Cc3ccco3)N3CCc4ccccc4C3)c(=O)[nH]c2cc1C (stereo not given)	-1%	.	-24%	?	-3%	?	-3%	28µM*
O=C(CCC(=O)c1ccc(-c2ccccc2)cc1)Nc1cccnc1	-5%	.	5%	.	-2%	9%	-5%	.
O=C(CCN1CCN(c2ccc(F)cc2)CC1)Nc1ccccc1F	7%	-13%	-13%	-5%	-11%	2%	-2%	-19%
Cc1ccc(-c2csc3ncn(CC(=O)N4CCOCC4)c(=O)c23)cc1C	1%	.	-12%	?	3%	-4%	6%	-13%
COc1ccc(CN(C)C(=S)Nc2ccc(OC(F)F)cc2)cc1	-3%	.	?	-1%	-4%	-13%	-4%	-18%
CC(C)c1ccc(C(O)Cc2nc3ccccc3n2C)cc1 (stereo not given)	-1%	0%	1%	.	4%	3%	0%	-3%
Cc1ccc(N(C=NC#N)CC(=O)N2CCN(c3ccccc3)CC2)cc1	-6%	.	-2%	-5%	-6%	6%	-5%	-9%
COCCNC(=O)COc1ncnc2scc(-c3ccc(F)cc3)c12	8%	.	-3%	0%	1%	11%	3%	6%
N=c1ccn(CC(=O)c2ccc(-c3ccccc3)cc2)cc1	-1%	9%	-2%	-13%	8%	2%	-3%	13%
Cc1cc(C)c2c(CC(=O)Nc3ccc(S(=O)(=O)N4CCCC(C)C4)cc3)coc2c1 (stereo not given)	.	.	?	.	-4%	14µM*	3%	12%
CCn1nc(C)c2c(-c3ccccc3)cc(=O)n(C(C)C(=O)NCCc3ccccc3)c21 (stereo not given)	.	.	-4%	.	-6%	4%	-6%	-18%
N/C(=N\OC(=O)c1ccc(F)cc1)c1ccc(Br)cc1	5%	6%	-10%	9%	10%	3%	-1%	-5%
COc1ccc(/C=N/NC(=S)Nc2c(C)n(C)n(-c3ccccc3)c2=O)cc1OC	1%	8%	-6%	-3%	4%	4%	-4%	-13%
O=C(NC1CCCC1)C(c1cccnc1)N(CCc1ccccc1)C(=O)c1ccco1 (stereo not given)	-4%	-1%	-5%	1%	-1%	-4%	1%	-5%
COc1ccccc1CNC(=O)CCCN1C(=O)CCn2nc(-c3cn(C)c4ccccc34)cc21	.	.	-12%	.	-7%	6%	-2%	-11%
CCN(CC)c1nc2c3c(nc4c(c3c1C#N)CC(=O)N4c1ccc(Cl)cc1)NC(C)=N2	-7%	-9%	?	?	5%	?	-2%	16µM*
Cc1ccc(S(=O)(=O)N(c2ccc(Br)cc2)C2C=CS(=O)(=O)C2)cc1 (stereo not given)	2%	-3%	-15%	3%	3%	-7%	1%	-5%
Cc1cc(C)c(S(=O)(=O)N2CCOCC2)cc1C	-3%	2%[11.4 µM]	4%	9%	3%	-4%	-5%	1%
CC1(C)C=C(c2ccc(C=O)s2)CC(C)(C)N1C=O	3%	1%	-7%	?	1%	-3%	-2%	-7%
Cc1ccc(N(C)C(=O)N2CCN(S(=O)(=O)c3ccc(C)cc3)CC2)cc1	-2%	.	-7%	-7%	-7%	-1%	2%	-10%
COc1cc(NC(=O)NCCc2c(C)nn(C)c2C)cc(OC)c1OC	.	.	2%	.	4%	1%	-3%	0%
O=C1CN(C(=S)NC(=O)c2ccc(-c3ccccc3)cc2)CCN1	3%	-1%[11.4 µM]	-1%	-3%	0%	-1%	-2%	-2%
O=C(c1cccn2c(=O)c3cc(Br)ccc3nc12)N1CCN(c2ccccn2)CC1	8%	11%	-8%	?	1%	5%	-4%	-6%
O=C(Nc1c(C(=O)N2CCCCC2)cnn1-c1ccccc1)c1ccco1	2%	5%	5%	6%	1%	-1%	2%	7%
CCN(CC)c1ccc(S(=O)(=O)N2CCOCC2)cc1NC(=O)CSc1n[nH]c(N)n1	-6%	4%	-3%	.	-4%	-10%	0%	-5%
CC1(C)CC(=O)C(C=NCCC2=CCCCC2)=C(O)C1	3%	2%	-6%	?	-3%	-5%	-1%	4%
Cc1nc(OCc2ccccc2)c2sc3nc4c(cc3c2n1)COC(C)(C)C4	-8%	-2%	-5%	?	-15%	8%	1%	-8%
Cc1cc(C)c(Cn2c3ccccc3c3cnn(CC(=O)NCCCc4ccccc4)c(=O)c32)c(C)c1	.	.	5%	.	8%	1%	-2%	15%
CCOC(=O)c1c(NC(=O)c2cc(-c3ccc(Cl)s3)nc3ccccc23)sc(C(N)=O)c1C	5%	-12%	-6%	7%	0%	4%	0%	-6%
O=C(OCc1cccc2ccccc12)C1CC(=O)N(c2ccccc2)C1 (stereo not given)	-4%	.	-14%	-3%	10%	-2%	2%	-27%

13 compounds from above, arranged by molecular weight, smallest number first.
SMILES	GLA spleen mod	L3MBTL1 inh	Tau fluor counter	ALDH1A1 inh	TRb SRC2 PPI	Tau FP inhib	TexasRed fluor	Tau fibril ThT
Cc1cc(C)c(S(=O)(=O)N2CCOCC2)cc1C	-3%	2%[11.4 µM]	4%	9%	3%	-4%	-5%	1%
CC1(C)C=C(c2ccc(C=O)s2)CC(C)(C)N1C=O	3%	1%	-7%	?	1%	-3%	-2%	-7%
N=c1ccn(CC(=O)c2ccc(-c3ccccc3)cc2)cc1	-1%	9%	-2%	-13%	8%	2%	-3%	13%
O=C(CCC(=O)c1ccc(-c2ccccc2)cc1)Nc1cccnc1	-5%	.	5%	.	-2%	9%	-5%	.
COCCNC(=O)COc1ncnc2scc(-c3ccc(F)cc3)c12	8%	.	-3%	0%	1%	11%	3%	6%
O=C(Nc1c(C(=O)N2CCCCC2)cnn1-c1ccccc1)c1ccco1	2%	5%	5%	6%	1%	-1%	2%	7%
Cc1ccc(N(C)C(=O)N2CCN(S(=O)(=O)c3ccc(C)cc3)CC2)cc1	-2%	.	-7%	-7%	-7%	-1%	2%	-10%
O=C(NC1CCCC1)C(c1cccnc1)N(CCc1ccccc1)C(=O)c1ccco1 (stereo not given)	-4%	-1%	-5%	1%	-1%	-4%	1%	-5%
Cc1cc(C)c2c(CC(=O)Nc3ccc(S(=O)(=O)N4CCCC(C)C4)cc3)coc2c1 (stereo not given)	.	.	?	.	-4%	14µM*	3%	12%
O=C(c1cccn2c(=O)c3cc(Br)ccc3nc12)N1CCN(c2ccccn2)CC1	8%	11%	-8%	?	1%	5%	-4%	-6%
Cc1cc2cc(C(c3nnnn3Cc3ccco3)N3CCc4ccccc4C3)c(=O)[nH]c2cc1C (stereo not given)	-1%	.	-24%	?	-3%	?	-3%	28µM*
Cc1cc(C)c(Cn2c3ccccc3c3cnn(CC(=O)NCCCc4ccccc4)c(=O)c32)c(C)c1	.	.	5%	.	8%	1%	-2%	15%
CCOC(=O)c1c(NC(=O)c2cc(-c3ccc(Cl)s3)nc3ccccc23)sc(C(N)=O)c1C	5%	-12%	-6%	7%	0%	4%	0%	-6%

Later entries:
SMILES	GLA spleen mod	L3MBTL1 inh	Tau fluor counter	ALDH1A1 inh	TRb SRC2 PPI	Tau FP inhib	TexasRed fluor	Tau fibril ThT
O=C(O)c1cccc2c(-c3ccccc3)c(-c3ccccc3)[nH]c12	-9%	.	?	.	2%	-4%	-4%	.
CC1=C(C(=O)Nc2ccccc2C)C(c2cccs2)n2nc(SCc3ccccc3)nc2N1 (stereo not given)	.	.	?	.	-2%	?	0%	-18%
Nc1ncnc2c1nc(Br)n2C1O[C@H]2COP(=O)(O)O[C@@H]2C1O (stereo not given in full)	5%	.	4%	3%	2%	?	2%	1%
Cc1ccc(S(=O)(=O)N2CCCCC2)cc1NC(=O)CNCc1ccco1	-8%	52%[activator]	-9%	?	-4%	-3%	-5%	-8%
Cc1cc(-c2ccccc2)n2nc(-c3ccccc3)cc2n1	.	.	?	.	3%	?	-1%	?
Cc1ccccc1NC(=S)N1CCC(NC(=O)c2ccco2)CC1	-3%	.	-7%	0%	4%	1%	2%	-8%
Cc1cc(C)n(C(=O)CSc2nc3ccccc3o2)n1	1%	-1%	7%	?	-22%	-1%	2%	12%
COc1ccc(/C=N/Nc2nccnc2Cl)c(OC)c1	-25%	3%	-6%	-2%	-2%	-3%	-6%	?
CC(=O)c1sc(Nc2nc3cc4c(cc3s2)OCO4)nc1C	2%	5%	?	?	0%	0%	-2%	3.2µM*
CCC(C)OC(=O)/C(C#N)=C\c1ccc(-c2ccccc2Cl)o1 (stereo not given)	.	.	-8%	.	-1%	-3%	6%	?
Clc1cccc(NCc2cn3cccnc3n2)c1	-1%	25%	-3%	12%	0%	0%	0%	-6%
COc1ccc(NC(=O)Nc2nnc(C(C)C)s2)cc1	?	-2%	?	?	-20%	12%	0%	-9%
Cc1cnc(C(=O)Nc2ccc(F)cc2)cn1	-28%	3%	2%	32µM*	9%	-7%	-4%	4%
O=C(COc1cccc2cccnc12)N1CCc2ccccc2C1	3%	.	-12%	?	8%	-8%	0%	-22%
COc1ccc(N2CCN(C(=O)CSc3nnc(CNc4ccccc4)o3)CC2)cc1	7%	-6%	-7%	8%	-11%	6%	-1%	?
CC1=C(C(=O)N2CCOCC2)C(c2ccc(-c3ccccc3)cc2)NC(=S)N1 (stereo not given)	2%	3%	-9%	?	-1%	-7%	-1%	0%
Cc1cc(NC(=O)C2CCN(S(=O)(=O)c3cccs3)CC2)no1	0%	-2%	-1%	-2%	-6%	0%	-2%	-4%
COc1cccc(/C=N/NC(=O)c2ccc3nc[nH]c3c2)c1O	16%	-12%	-25%	.	-3%	-13%	-9%	?

Compounds were not picked by outcome; about 8.5% have a hit in one of these screens.
